# Source: PubChem BioAssay
# ST2 inh – IL1RL1 inhibition. inhibition, % for hits at 17 µM. 78,000 compounds, 2.3% hits. Q01638. AlphaLISA ST2-Fc/biotin-IL-33 interaction, 1 h; in the data active = inhibition above about 30%; inconclusive = mostly about 10% to 28%
# Target sequence (Q01638 whole entry, looked up): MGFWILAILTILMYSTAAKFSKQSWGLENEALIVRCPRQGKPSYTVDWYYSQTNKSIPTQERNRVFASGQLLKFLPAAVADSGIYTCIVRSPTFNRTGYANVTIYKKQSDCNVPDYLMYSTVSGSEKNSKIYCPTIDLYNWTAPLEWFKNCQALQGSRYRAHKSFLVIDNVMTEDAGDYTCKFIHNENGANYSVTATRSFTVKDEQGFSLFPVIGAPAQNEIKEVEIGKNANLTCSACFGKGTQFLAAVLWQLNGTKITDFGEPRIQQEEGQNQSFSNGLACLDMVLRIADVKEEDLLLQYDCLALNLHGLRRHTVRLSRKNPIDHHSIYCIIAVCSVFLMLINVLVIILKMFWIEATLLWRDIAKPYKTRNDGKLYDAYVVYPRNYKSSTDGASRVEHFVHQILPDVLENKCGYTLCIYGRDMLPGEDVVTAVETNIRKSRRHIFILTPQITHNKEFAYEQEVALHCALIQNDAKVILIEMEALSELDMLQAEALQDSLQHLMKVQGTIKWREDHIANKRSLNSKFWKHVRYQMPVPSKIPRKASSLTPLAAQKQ
# * hit, by the source's call; i = inactive; ? = inconclusive. These rows are one share of the data; rates above refer to the full screens.
SMILES,ST2 inh
CCC(=O)Nc1nc2cc(NC(=O)C3CCN(S(=O)(=O)N(CC)CC)CC3)ccc2s1,i
Cc1ccc(Cc2cnc(NC(=O)COc3ccccc3C)s2)cc1,i
CC(C)N(Cc1ccccc1)C(=O)c1cc2c(=O)n3ccccc3nc2n1C,?
O=C(c1cc(C2CC2)on1)N1CCOCC1,i
N#Cc1ccc(NC(=O)c2cnn3c(C(F)(F)F)cc(-c4ccco4)nc23)cc1,i
CCC(C)NC(=O)Cn1c(=O)n(CC2CCC(C(=O)N3CCCC3)CC2)c(=O)c2sccc21 (stereo unspecified),i
CC(C)C1CC(CCNCc2ccco2)(c2ccccc2)CCO1 (stereo unspecified),i
O=C1CSc2ccc(C(=O)NCc3c(F)cc(F)cc3F)cc2N1,i
COc1ccc(N(CC(=O)Nc2ccc(F)cc2)S(=O)(=O)c2ccccc2)c(OC)c1,i
Cc1ccc(C2(O)CCN(C(=O)C(C)n3cnc4ccccc43)CC2)nc1 (stereo unspecified),?
CCNC(=O)C1CCN(Cc2nc(-c3cccc(Cl)c3)oc2C)C1 (stereo unspecified),?
Cc1cc(C)cc(N(C(=O)c2ccc(OC(C)C)cc2)C2C=CS(=O)(=O)C2)c1 (stereo unspecified),i
Cc1ccc(-n2c(SCC(=O)N3CCCCCC3)nc3c(c2=O)SCC3)cc1,i
COc1ccc(C2C(C(=O)OCc3ccccc3)=C(C)Nc3nnnn32)c(OC)c1 (stereo unspecified),i
O=C(CSc1n[nH]c(-c2ccccc2Cl)n1)Nc1ccccc1F,i
COc1nc(NC23CC4CC(CC(C4)C2)C3)nc(OC)n1,i
COc1ccc(S(=O)(=O)NN)cc1,i
CC1=C(C(=O)Nc2ccccc2)C(c2ccncc2)n2ncnc2N1 (stereo unspecified),i
NS(=O)(=O)c1cc(C(=O)Nc2ccccc2)ccc1Br,i
Cc1cc(NC(=O)Cc2ccccc2)nc2c1c(=O)oc1ccccc12,i

# 4 entries from above, as tab-separated lines.
SMILES	ST2 inh
N#Cc1ccc(NC(=O)c2cnn3c(C(F)(F)F)cc(-c4ccco4)nc23)cc1	i
CCC(C)NC(=O)Cn1c(=O)n(CC2CCC(C(=O)N3CCCC3)CC2)c(=O)c2sccc21 (stereo unspecified)	i
CC(C)C1CC(CCNCc2ccco2)(c2ccccc2)CCO1 (stereo unspecified)	i
O=C1CSc2ccc(C(=O)NCc3c(F)cc(F)cc3F)cc2N1	i

# New compounds follow:
SMILES,ST2 inh
COc1ccccc1N1CCN([C@@H]2[C@H](O)[C@H](CO)O[C@@H]2CNC2CCN(C)CC2)CC1,i
COc1ccc(C2C(C(=O)Nc3cccnc3)=C(C)Nc3nnnn32)cc1 (stereo unspecified),i
CCC(=O)N1c2ccccc2C(Nc2ccccc2)CC1C (stereo unspecified),?
O=C(CN1CCCN(Cc2cccc(Cl)c2)S1(=O)=O)NCCCc1ccccc1,?
Cc1ccc(OCc2cc(=O)n3oc(C)cc3n2)c(NC(=O)c2ccccc2)c1,i
Cc1ccnc(NC(=O)C2CC(=O)N(c3ccc(F)cc3)C2)c1 (stereo unspecified),i
CC(=O)Nc1nnc(-c2ccccc2SCc2ccccc2)s1,i
Cc1ccc(NC(=O)c2nnn(Cc3ccccc3)c2N)cc1C,i
Cc1nccn1-c1nc2nonc2nc1Nc1cccc(Br)c1,?
Nc1nnc(-c2ccc([N+](=O)[O-])cc2)s1,i
O=C(NC1CCCCCCC1)C1CCN(S(=O)(=O)N2CCCCC2)CC1,i
COc1ccc2oc(CNC(=O)CCN3CCCCCCC3)nc2c1,i
Cc1cccc(Oc2ccc(NC(=O)c3ccc([N+](=O)[O-])cc3)cc2)c1C,?
CCSc1nc2c(c(=O)[nH]1)C(c1cccc(OC)c1)C1=C(CCCC1=O)N2 (stereo unspecified),i
CCN(CC)C1CC(=O)N(c2ccc(Br)cc2)C1=O (stereo unspecified),?
Cc1ccnn1-c1nc(-c2ccco2)cc(C(F)(F)F)n1,?
Cc1nnsc1CN(C)C(=O)c1ccc(C2CCCN2)s1 (stereo unspecified),?
O=C(Nc1ccccn1)Nc1ccc(F)cc1F,i
Cc1ccc(N2C(=O)CC(Sc3nc4ccccc4o3)C2=O)cc1 (stereo unspecified),i
COCCC(=O)N[C@H]1CC[C@]2(C)CCC([C@H](C)C(=O)NCc3ccc(F)cc3)[C@H](O)[C@H]2[C@@H]1C (stereo partly specified),i
Cn1c(=O)cc(SCC(=O)NCC2COc3ccccc3O2)c2ccccc21 (stereo unspecified),i
COc1ccc2nc(N3CCCC(C(=O)N4CCN(c5ccccn5)CC4)C3)sc2c1 (stereo unspecified),?
CCCCOc1ccc(C(=O)Nc2cccc(C)c2)cc1,i
Cn1nc(C2CCN(C(=O)c3cnon3)CC2)n(-c2ccccc2)c1=O,?
O=C(O)CCC(=O)N1CCc2cc(S(=O)(=O)NC3CCCCCCC3)ccc21,i
Cc1ccc(S(=O)(=O)c2nc(-c3ccc(F)cc3)oc2N(C)C)cc1,i
COc1ccccc1CN1C(=O)CN(C2CCCCC2)C(=O)C1c1cccc(Br)c1 (stereo unspecified),i
CC(C)(NC(=O)c1cccs1)C(=O)NC1CCN(Cc2ccccc2)C1 (stereo unspecified),i
COc1ccc(-n2c(SCC(=O)C(C)(C)C)nc3ccccc3c2=O)cc1,i
CC1(C)CC(=O)C2=C(C1)Nc1cc(C(=O)c3ccccc3)ccc1NC2c1cccs1 (stereo unspecified),i
CSc1nc2c(c(=O)n1-c1ccc(C)cc1)SCC2,?
CC1CCCC(NC(=O)C2COc3ccccc3O2)C1C (stereo unspecified),i
C=CCSc1nc2c(cc1C#N)CCC2,i
CC(=O)c1cccc(CN2CCCC(CO)(Cc3cccc(Cl)c3)C2)c1 (stereo unspecified),i
Cc1nc(CNC(=O)c2cc(Cn3ccnc3C(C)C)[nH]n2)sc1C,i
Cc1cccc(OCC(=O)Nc2ccc(S(=O)(=O)N3CCCCC3C)cc2)c1 (stereo unspecified),i
CCN(CC)CC#CC(C)(O)c1ccccc1 (stereo unspecified),i
COc1ccc(C2CC(=O)C3=C(C2)Nc2ccccc2NC3c2cc(OC)c(O)c(OC)c2)cc1 (stereo unspecified),i
COc1ccc(CCNC(=O)c2ccc3c(c2)OCO3)cc1OC,i
Cc1cnccc1CN(C)Cc1cn(C)c2ccccc12,i

# Part of the list above in order of molecular weight, falling:
SMILES,ST2 inh
Cn1nc(C2CCN(C(=O)c3cnon3)CC2)n(-c2ccccc2)c1=O,?
CCNC(=O)C1CCN(Cc2nc(-c3cccc(Cl)c3)oc2C)C1 (stereo unspecified),?
Cc1ccc(NC(=O)c2nnn(Cc3ccccc3)c2N)cc1C,i
CC1CCCC(NC(=O)C2COc3ccccc3O2)C1C (stereo unspecified),i

# (listing goes on)
SMILES,ST2 inh
C=CCc1cc(C=C2C(=O)c3ccccc3C2=O)cc(OC)c1OCC(=O)O,i
COc1ccc(N2CCN(c3cc(N4CCN(C)CC4)ccc3[N+](=O)[O-])CC2)cc1,44%*
Cc1ncccc1Oc1ncnc(N2CCCC3(CC2)CN(C)C(=O)O3)c1C (stereo unspecified),?
O=C(CSC1=Nc2ccccc2C2=NC(c3ccccc3)C(=O)N12)Nc1ccccc1F (stereo unspecified),i
COc1cc(OC)c(C2SCCN2C(=O)c2ccc([N+](=O)[O-])cc2)cc1OC (stereo unspecified),i
COC(=O)C(c1ccccc1)C1(O)CC(C)N(C)CC1C (stereo unspecified),i
COc1ccc(C2NC(c3ccc(OC)c(OC)c3OC)C(C)C(=O)C2C)c(OC)c1OC (stereo unspecified),i
CCCc1cnc(C)nc1-c1cccc(C(C)=O)c1,i
O=C(NCCn1cc(SCC(=O)N2CCCCCC2)c2ccccc21)c1ccc(F)cc1,i
CCn1cc(C(=O)NCc2cccnc2-n2cnc3ccccc32)cn1,i
C=C1CCC2C(C)(COC3OC(COC(=O)CC(=O)O)C(O)C(O)C3O)CCCC2(C)C1CCC1=CCOC1=O (stereo unspecified),?
COc1ccc(NC(=O)c2ccccc2OC)cc1OC,i
CCCCOC(=O)C(CC)Sc1n[nH]c(=O)[nH]c1=O (stereo unspecified),i
O=C(Nc1ccccc1C(=O)O)c1cccc(S(=O)(=O)N2CCOCC2)c1,i
Cc1ccc(SCC(=O)Nc2ccc(C)c(OCc3cc(=O)n4cccc(C)c4n3)c2)cc1,i
Cc1nc(C(=O)N(C)C2CCCN(CCCc3ccccc3)C2)cs1 (stereo unspecified),i
CCOC(=O)CSc1nc2ncccc2[nH]1,i
CCC1CCCCN1CCCNC(=O)CN1C(=O)CSc2ccccc21 (stereo unspecified),i
N#CC1=C2SCN(c3ccc(F)cc3)CN2C(=O)CC1c1ccccc1F (stereo unspecified),i
COc1ccc(C2CC(=O)NC(Nc3nc(C)c4ccc(C)cc4n3)=N2)cc1 (stereo unspecified),?
Cn1c(=NC(=O)CSCC(=O)N2CCCc3ccccc32)sc2ccccc21,i
CC(C)C(C(=O)NCc1cccnc1N(C)C)c1ccccc1 (stereo unspecified),?
CCNC(=O)N1Cc2[nH]cnc2C[C@H]1C(=O)NCc1ccccc1,?
CCOc1ccc(CC(=O)Nc2cc(N3CCCS3(=O)=O)ccc2C)cc1,i
Cc1cccc(OCC(=O)O/N=C(/N)c2ccncc2)c1C,i
CCOc1ccc(C=Nc2ccc(S(=O)(=O)Nc3ccccn3)cc2)cc1OCC,i
O=C1CC(NS(=O)(=O)N2CCCC2)CN1Cc1ccc(F)cc1 (stereo unspecified),i
Cc1ccoc1C(=O)N1CCC(=O)N(CC2CC2)C(C(C)C)C1 (stereo unspecified),i
CN1C(=O)CC(N2CCN(c3ccc(F)cc3)CC2)C1=O (stereo unspecified),i
COC(=O)c1c(C)cc(O)c(C)c1OC1C(=O)C(C)=C(O)C(O)C1(C)OC (stereo unspecified),?
CCCOc1ccc(Cc2nc(N)c(NC(C)=O)c(=O)[nH]2)cc1,i
O=C(CCC1CCN(Cc2cc3ccccc3s2)CC1)NCc1cccnc1,?
CCC(C)OC(=O)C1=C(C)NC(=O)NC1c1cc(Br)c(O)c(OC)c1 (stereo unspecified),i
O=C(CCc1c[nH]c2ccccc12)N1CC(=O)N(C2CCCCC2)CC(OCc2ccncc2)C1 (stereo unspecified),i
COc1ccccc1N1CCN(Cc2cc(OC)c(O)c([N+](=O)[O-])c2)CC1,i
CCO[C@H]1COC[C@@H]1Nc1ncc(C)c(N(C)C)n1,?
COc1ccc(OCC(=O)Nc2c(C(=O)Nc3cccc(OC)c3)oc3ccccc23)cc1,i
COC(=O)c1c(C)oc2ccc(OC(=O)c3cc4ccccc4o3)cc12,i
Cc1cc(C(=O)NCC2CCCN(Cc3ccccn3)C2)n[nH]1 (stereo unspecified),i
O=C(c1ccc2c(c1)N(Cc1cccc(Cl)c1)C(=O)CS2)N1CCOCC1,?
COc1ccc(-c2csc(/C(C#N)=C/c3cccs3)n2)cc1,50%*
CNC(=O)C1CCC(Cn2c(=O)c3sccc3n(CC(=O)Nc3ccccc3F)c2=O)CC1 (stereo unspecified),i
O=C(NCCNc1ccc(Cl)cc1[N+](=O)[O-])c1ccccc1O,?
CC1(C)CC(=O)c2cc(OCC(=O)O)ccc2O1,i
O=C(NC[C@H]1O[C@@H](CO)[C@@H](O)[C@H]1N1CCN(c2ccccc2)CC1)Nc1ccc(F)cc1F,i
CC(C)(C)NC(=O)c1ccc2c(c1)C(=O)N(c1ccccc1-c1ccccc1)C2=O,?
O=C(O)CCC(=O)N1C[C@@H]2OCC(=O)N(Cc3ccccc3)[C@@H]2C1,i
Cc1cc(C(=O)Nc2c(C)nn(Cc3c(Cl)cccc3Cl)c2C)no1,i
O=C(C1CCN(S(=O)(=O)c2cccc3cccnc23)CC1)N1CCN(c2ccccn2)CC1,?
C=C[C@@]12COC(=O)C(=C)[C@@H]1[C@@H](O)[C@H](C(=C)C(=O)OC)[C@@H](O)C2,i
CCCCNc1ccc2c3c(cc(=O)n2C)-c2ccccc2C(=O)c13,?
CCOc1ccc2nc(Cl)c(C3CC(c4ccc(OC)cc4)=NN3C(=O)c3ccco3)cc2c1 (stereo unspecified),?
COc1ccc(C(=O)Nc2cccc(OCc3cc(=O)n4ccc(C)cc4n3)c2)cc1OC,i
O=C(NCc1cccs1)c1ccc2c(c1)N(Cc1ccc(F)cc1)C(=O)CS2,?
CSc1ccc(C(=O)c2[nH]c(=O)[nH]c2C)cc1,i
CC1=C(C(=O)Nc2ccc(C)cn2)C(c2ccc(Br)cc2)C2=C(CCCC2=O)N1 (stereo unspecified),i
Cn1c(=O)c2nc(-c3ccc(Br)cc3)oc2c2ccccc21,i
Cc1cc(C)c(S(=O)(=O)NCCn2ccc3ccccc32)c(C)c1,i
CN(CC1CCCN(CCc2cccc(C(F)(F)F)c2)C1)C(=O)c1ccccn1 (stereo unspecified),i
C=CC(C)(O)CC1C(C)(O)CCC2C(C)(C)CCCC21C (stereo unspecified),i

# Grouped by structure, those above with a tert-butyl group
SMILES,ST2 inh
COc1ccc(-n2c(SCC(=O)C(C)(C)C)nc3ccccc3c2=O)cc1,i
CC(C)(C)NC(=O)c1ccc2c(c1)C(=O)N(c1ccccc1-c1ccccc1)C2=O,?

# Other compounds
SMILES,ST2 inh
O=S1(=O)N=C(CCNCCC2=NS(=O)(=O)c3ccccc3N2)Nc2ccccc21,?
C=CCNC(=O)CN(c1ccc(OC)c(Cl)c1)S(C)(=O)=O,i
COCCNC(=S)N[C@H]1C[C@H]2C(=O)NC[C@@H](CCC(=O)N3CCOCC3)N2C1,i
COc1cc(F)ccc1-c1c(-c2ccccc2)ncn1CCCO,?
